DAGLB inhibitor = diacylglycerol lipase beta (human) inhibition; Q8NCG7; HEK293T DAGLB membrane lysate, EnzChek fluorogenic substrate; inhibition, % at 5.17 µM; 340,000 compounds, 0.059% hits; AID 504411; in the data active = inhibition above about 34%;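 note: 0% = enzyme with vehicle and 100% = wells lacking enzyme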
V-ATPase pH = regulators of yeast V-ATPase proton transport | S. cerevisiae, pHLuorin cytosolic pH fluorescence | 350,000 compounds, 0.37% hits | AID 504577 | response, % at 10 µM; in the data active = response mostly above about 7.3%, no sharp cut-off; inactive = mostly below about 5.4%; note: actives read high; inactives centre near 0; some compounds called inactive have numbers as strong as hits
Arr AP2 block = blocks beta-arrestin peptide binding to AP2 adaptin; FITC-arrestin peptide / GST-AP2 beads, flow cytometry; AP2 beta2 appendage carries R879A mutation; 340,000 compounds, 0.31% hits; inhibition, % at 10 µM; AID 504490;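 active = inhibition above a set limit, near 3 SD of compounds lacking own fluorescence, cut at about 54% in these data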;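 note: plate controls were DMSO wells for no effect and 5 µM unlabelled arrestin peptide for full effect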
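Material – AP2 appendage R879A on GSH beads · Buffer or medium – PBS with 0.05% Tween 20 and 0.1% BSA · Probe or stimulus – fluorescein-tagged arrestin peptide at 50 nM final · Incubation – compound with beads 12 min RT, then probe 1 h RT · Detection – high-throughput flow cytometry of beads, ex 488, em 535 nm · Evaluation – percent response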
CAL PDZ FP-1 = blocks peptide binding to the human CAL PDZ domain. purified CAL PDZ, TMR-peptide fluorescence polarization, 1 h. AID 602252. 300,000 compounds, 0.92% hits. inhibition, % at 24.9 µM. Q9HD26;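 active = mean inhibition of at least 30% with at least half of replicates also reaching 30%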;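 note: 0% = DMSO neutral control and 100% = excess unlabeled competitor peptide PRC23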
Keap1-Nrf2 PPI = Keap1-Nrf2 (human) interaction inhibition; Q14145; Keap1 Kelch-Nrf2 peptide fluorescence polarization, 1536-well; inhibition, % at 9.4 µM; 340,000 compounds, 0.15% hits; in the data active = inhibition above about 12%;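 note: human Keap1 Kelch domain with fluorescein labeled Nrf2 9mer peptide probe; 0% = neutral control wells and 100% = peptide positive control; higher means more block of Keap1 binding to Nrf2 peptide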
Target sequence (Q14145 whole entry, looked up, the tested form may be a part): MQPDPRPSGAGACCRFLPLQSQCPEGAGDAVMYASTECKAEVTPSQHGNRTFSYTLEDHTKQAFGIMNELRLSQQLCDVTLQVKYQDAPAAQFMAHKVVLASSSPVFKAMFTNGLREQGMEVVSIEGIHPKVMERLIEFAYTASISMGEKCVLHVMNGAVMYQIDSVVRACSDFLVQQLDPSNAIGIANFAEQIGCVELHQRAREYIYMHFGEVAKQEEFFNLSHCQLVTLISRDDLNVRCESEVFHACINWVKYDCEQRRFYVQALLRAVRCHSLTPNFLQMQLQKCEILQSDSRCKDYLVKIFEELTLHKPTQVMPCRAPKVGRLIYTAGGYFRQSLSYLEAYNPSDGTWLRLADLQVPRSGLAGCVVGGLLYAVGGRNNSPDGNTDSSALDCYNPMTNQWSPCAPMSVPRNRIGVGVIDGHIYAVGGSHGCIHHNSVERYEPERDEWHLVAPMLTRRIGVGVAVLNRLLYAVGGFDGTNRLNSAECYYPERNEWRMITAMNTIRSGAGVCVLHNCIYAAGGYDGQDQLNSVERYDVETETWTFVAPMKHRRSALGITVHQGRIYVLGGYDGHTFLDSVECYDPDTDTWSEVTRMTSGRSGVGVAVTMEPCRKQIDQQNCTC
DSG3 Ab inh = inhibitors of pemphigus antibody binding to human desmoglein-3; P32926; DSG3-coupled beads, scFv-anti-DSG3-GFP binding, flow cytometry; active compounds read low; binding (percent of control), % at 10 µM; 310,000 compounds, 0.48% hits;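 active = binding more than 3 SD below its plate's average and above zero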;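 note: hits lower antibody fragment binding to DSG3; some compounds called inactive have numbers as strong as hits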
NSD2 HMT inh = blocks human histone methyltransferase NSD2; 310,000 compounds, 0.54% hits; inhibition, % at 12.5 µM; O96028; NSD2 peptide methylation, AlphaScreen, 120 min; in the data active = inhibition above about 50%
CAL PDZ FP-2 = inhibitors of human CAL PDZ peptide binding; Q9HD26; purified CAL PDZ, TMR-peptide fluorescence polarization, 1 h; inhibition, % at 20 µM; 330,000 compounds, 0.02% hits; AID 504414;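 active = highest replicate inhibition of at least 40%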;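 note: plate controls were DMSO neutral control wells for no effect and unlabeled competitor peptide control wells for full effect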
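Test system: tagged CAL PDZ domain / Buffer or medium: sodium phosphate/NaCl buffer pH 7.4 with TCEP, IgG, Thesit / Reagent: TMR-labelled reporter peptide T*-PRC34 bound in PDZ groove / Compound dosing: single point, 20 µM / Schedule: 1 h incubation at room temperature before polarization reading / Technique: fluorescence polarization (mP) / Benchmarks: unlabelled peptide, DMSO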
LANA DNA inh = KSHV C-LANA DNA binding inhibition | MBP-C-LANA/FAM-LBS DNA binding, fluorescence polarization | inhibition, % at 9 µM | 340,000 compounds, 0.078% hits | AID 504423;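 active = highest replicate inhibition at or above 60% at 9 µM, even if other replicates fall short; inactive = all replicates below 60% inhibition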;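 note: 0% = neutral control wells and 100% = 4 µM acridine orange control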
Cardiac RTF inh = cardiac RTF calcium desensitization | IANBD-labeled cardiac RTF, Ca2+ fluorescence | inhibition, % at 7.15 µM | 340,000 compounds, 0.12% hits;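 active = inhibition above the mean inhibition of all tested compounds plus 3 SD, cut at about 17% in these data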;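 note: assay run at fixed EC70 calcium of 1.6 mM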
The depositor's hits bear a star; nt = no result given. Not all compounds are listed (hit frequency here may not be typical).

SMILES	DAGLB inhibitor	V-ATPase pH	Arr AP2 block	CAL PDZ FP-1	Keap1-Nrf2 PPI	DSG3 Ab inh	NSD2 HMT inh	CAL PDZ FP-2	LANA DNA inh	Cardiac RTF inh
O=[N+]([O-])c1ccc(O)c(/C=N/Nc2nn[nH]n2)c1	3	0	-3	-5	-2	103	10	0.4	-0.2	1
COc1cc2[nH]c(=S)n(Cc3ccc(C)o3)c(=O)c2cc1OC	0	-4	-7	0	0	115	-4	-1.5	-0.2	-9
Nc1ccc(Br)c[n+]1Cc1cccc2cccnc12	0	4	-7	-2	2	85	3	-0.3	0.9	-3
Cc1cc(C(=O)OCC(=O)c2ccccc2)c2ccccc2n1	-5	-5	-5	-3	-4	106	2	-3.9	-0.9	-15
CN(C)c1ccc(C(=S)N2CCN(C(=S)Nc3cccc4ccccc34)CC2)cc1	-1	-2	20	-7	-3	nt	4	-0.5	1.2	-13
CCOC(=O)c1sc(NC(=O)CSc2nnc(-c3ccco3)n2CC)c(C(=O)OCC)c1C	-6	1	2	-3	-4	101	-1	-3.7	1.7	-10
Cc1cccc(NC(=S)N(Cc2ccc(Cl)cc2)Cc2ccc(C(=O)O)cc2)c1	2	-2	56*	-5	-3	98	nt	-0.5	2.1	5
Cc1cc(=O)n(Nc2ccccc2)c(O)c1C#N	2	1	nt	nt	nt	64*	1	nt	nt	nt
C=C(C)C(=O)Nc1cccc(C2=NOC3(C2)C[C@H](C(N)=O)N(C(=O)COc2ccc(Cl)cc2)C3)c1 (stereo not given in full)	1	1	8	0	0	108	nt	-0.5	9.9	-7
CC(Oc1cc2oc(=O)c3c(c2cc1Cl)CCC3)C(=O)NCc1cccnc1 (stereo not given)	0	-6	1	-1	2	99	1	-2.3	1.2	0
CCCS(=O)(=O)N1CCCC(C(=O)NCCc2ccc(Cl)cc2)C1 (stereo not given)	1	1	-4	0	-2	104	0	-1.1	1.7	-2
Nc1ccc2ncccc2c1N	2	-1	-30	-2	-3	89	46	0.1	2.8	-4
O=C(CCc1nnc2n(Cc3ccc(Cl)cc3)c(=O)c3ccccc3n12)NCCCN1CCOCC1	1	3	-23	0	-2	109	nt	-2.5	1.5	-10
O=C1N/C(=C\c2ccsc2)C(=O)N1Cc1ccc(F)cc1	1	-1	32	-2	0	95	-2	-0.5	0.0	2
Cc1ccc(C(=O)OCC(=O)Nc2cccc(Cl)c2C)c(O)c1	-2	1	-8	-3	4	98	nt	-2.7	-0.1	-7
CN(C)S(=O)(=O)c1ccc(NC(=O)N2CCN(c3ccccc3Cl)CC2)cc1	0	-3	26	1	1	104	-1	-1.5	-0.6	19*
CCN(CC)CCN(C(=O)c1ccc(S(=O)(=O)N2CCOCC2)cc1)c1nc2cc3c(cc2s1)OCCO3	-2	1	-12	nt	-9	nt	1	0.7	1.5	-2
O=C(COc1ccc2c(C(F)(F)F)cc(=O)oc2c1)NCc1cccs1	-2	1	-9	-3	1	86	-2	-3.0	-0.9	1
CCOC(=O)C1=C(C)OC(N)=C(C#N)C1c1cc(Cl)c(OCC(N)=O)c(OC)c1 (stereo not given)	-2	1	-5	-4	-10	105	nt	-2.7	0.0	-5
O=[N+]([O-])c1cc([N+](=O)[O-])c2oc(-c3ccccc3)c(Br)c2c1O	37*	0	-4	-4	-2	108	34	0.5	3.7	27*
COc1ccc(Cn2nnc3c(C)n[nH]c(=O)c32)cc1	-2	1	29	-3	0	87	-4	-1.0	-0.9	-1
O=C(c1cc2ccccc2oc1=O)N(Cc1cccs1)Cc1cccs1	0	1	-9	-9	-6	nt	-3	-1.4	1.4	7
O=C(Nc1ccc(Oc2ccc(C(F)(F)F)cn2)c(Cl)c1)C1CC1	-7	-1	49	4	0	100	-4	-0.8	0.4	1
NC(=O)C1(NC2CCCCC2)CCN(Cc2ccccc2)CC1	-3	1	26	-1	0	95	3	-0.9	1.4	-3

Another view of 2 compounds above.
Fields – DAGLB inhibitor | V-ATPase pH | Arr AP2 block | CAL PDZ FP-1 | Keap1-Nrf2 PPI | DSG3 Ab inh | NSD2 HMT inh | CAL PDZ FP-2 | LANA DNA inh | Cardiac RTF inh
- O=C(Nc1ccc(Oc2ccc(C(F)(F)F)cn2)c(Cl)c1)C1CC1
→ -7 | -1 | 49 | 4 | 0 | 100 | -4 | -0.8 | 0.4 | 1
- NC(=O)C1(NC2CCCCC2)CCN(Cc2ccccc2)CC1
→ -3 | 1 | 26 | -1 | 0 | 95 | 3 | -0.9 | 1.4 | -3

Later entries.
SMILES	DAGLB inhibitor	V-ATPase pH	Arr AP2 block	CAL PDZ FP-1	Keap1-Nrf2 PPI	DSG3 Ab inh	NSD2 HMT inh	CAL PDZ FP-2	LANA DNA inh	Cardiac RTF inh
c1ccc(CCN2CCN(c3ncnc4c3cnn4-c3ccccc3)CC2)cc1	-7	0	2	-1	-3	nt	-1	-1.4	-0.8	-3
O=C(NNC(=O)C12CC3CC(CC(Br)(C3)C1)C2)c1ccccc1F	-1	-1	1	-2	6	115	-2	-1.1	-0.3	4
CCN1C(=O)c2ccccc2S(=O)(=O)c2ccc(C(=O)NCCCN(CC(C)C)CC(C)C)cc21	0	-1	-11	1	-2	99	19	0.1	0.0	-1
Cc1c(NC(=S)N/N=C/c2cccc(O)c2)c(=O)n(-c2ccccc2)n1C	2	-3	-6	-1	0	100	-2	-2.2	0.6	3
Cc1ccccc1NC(=O)CN1C(=O)N/C(=C\c2cccn2-c2cccc(C(=O)O)c2)C1=O	1	-2	-14	-2	2	101	-2	-0.5	42	6
COc1ccc(OC)c(NC(=O)C2CCN(C(=O)C3CC(=O)N(c4ccc(C)cc4)C3)CC2)c1 (stereo not given)	2	0	4	-3	-8	116	-2	-2.0	-0.9	-14
O=C1CCC(C(=O)Nc2cccc3ccccc23)N1 (stereo not given)	-1	1	-6	-1	-3	108	-1	-2.1	-0.7	4
CCN(CC)S(=O)(=O)c1cccc(C(=O)Nc2cc(C)nn2-c2ccccc2)c1	0	-2	-7	-7	0	95	-2	-0.6	0.8	-6
Cc1ccc(S(=O)(=O)N2CCN(C(=O)COc3ccc(C)nc3[N+](=O)[O-])CC2)c(C)c1	-5	-1	-14	-3	1	100	-1	-0.3	2.3	-10
CC1Cc2cc(S(=O)(=O)NCCC(=O)N(C)Cc3ccccc3)ccc2N1C(=O)C1CC1 (stereo not given)	0	10	-1	-1	3	105	1	-1.4	-0.7	1
CCOc1ccc(N2C(=O)CC(NC3CCN(C(=O)c4cccc(Cl)c4)CC3)C2=O)cc1 (stereo not given)	-1	1	-25	-1	-6	112	0	-1.5	-2.1	0
CN1CCN(C(=O)c2cn(-c3ccccc3)nc2-c2cccnc2)CC1	3	1	-2	-14	2	82	1	-0.7	0.1	-4
CC1=CC(c2ccccc2)=NS(=O)(=O)N1	-2	1	-6	-2	3	109	nt	-0.2	-3.4	-1
CC(SC1CCCC1)C(=O)NC(C)(C#N)C(C)C (stereo not given)	1	0	6	-1	-3	nt	-4	3.5	-0.5	-3
Cn1c(=O)c2c(SCC(=O)N3CCCc4ccccc43)nc(C3CC3)nc2n(C)c1=O	2	-4	6	nt	-3	98	nt	-4.5	-1.8	-6
COc1ccc(C(=O)C2CCCN(C(=O)c3csc(SC)n3)C2)cc1F (stereo not given)	-3	1	nt	nt	nt	107	-1	nt	nt	nt
COC(=O)c1cc(OC)c(OC)cc1NC(=O)Nc1ccc(OC)cc1OC	3	2	-1	nt	-4	99	-2	-0.4	0.2	-2
CCOC(=O)C1CCCN1C(=O)c1ccc(OC)c(Br)c1 (stereo not given)	0	-4	2	0	-1	nt	-3	5.4	2.1	1
COCCCNC(=O)c1ccc(CN2CCc3ccccc3C2)cc1	-2	0	-20	nt	0	97	3	1.0	-1.1	-13
O=[N+]([O-])c1ccc2cccnc2c1	3	1	nt	nt	nt	96	-3	nt	nt	nt
O=C(OCc1ccco1)c1ccc(S(=O)(=O)N2CCCCC2)cc1	2	0	36	nt	-4	98	0	-1.2	0.3	-4
Cc1ccc(N=C2NC(=O)/C(=C\c3ccc(C)s3)S2)cc1	-1	6	-6	-1	1	102	-3	-0.3	3.1	-9
CCn1c(=O)cc(NC2=NCC(C)CN2c2cccc(Cl)c2)n(C)c1=O (stereo not given)	4	7	22	nt	3	104	-3	-0.7	-0.9	-8
COc1cccc(CN2CCNC(=O)C2CC(=O)NCCOc2cccnc2)c1OC (stereo not given)	-1	2	1	-2	-5	96	0	-2.2	1.4	-5
O=C(CSc1nnc(-c2ccco2)n1Cc1ccccc1)OC1CCCCC1	4	-4	-8	-6	3	104	5	nt	-1.6	-6
COc1cccc(CNC(=O)CCC(=O)n2ncc3cc(C)ccc32)c1OC	-1	-2	1	nt	-6	98	nt	-0.4	-0.1	-5
O=C(CCN1C(=O)c2ccccc2C1=O)Oc1ccc2ccccc2c1	-7	4	18	0	1	nt	-5	-1.0	0.7	-3
O=C(NCC1CCCO1)c1ccc2c(c1)S(=O)(=O)c1ccccc1C2=O (stereo not given)	3	1	3	-2	0	99	nt	0.3	0.7	-8
Cc1cc(NC(=O)C2CC(=O)N(c3ccc(Cl)cc3)C2)no1 (stereo not given)	-3	-3	-2	-4	-3	107	-3	-1.9	-1.3	13
CCOP(=O)(OCC)C(Nc1ccccc1)c1ccco1 (stereo not given)	-1	-1	25	nt	-2	111	-1	-0.6	0.3	7
CC1CCCCC1NC(=S)NC(=O)c1sc2ccccc2c1Cl (stereo not given)	-6	2	19	-5	3	104	-1	-1.5	-1.1	-5
COc1ccccc1CNC(=O)c1cccc2c1C(=O)N(Cc1cccnc1)C2	-1	-6	-5	4	-7	102	-1	-2.2	-0.7	8
O=C(CSc1nc2ccsc2c(=O)n1NC(=O)c1ccccc1)NCc1ccco1	-2	1	13	-4	-2	100	9	0.3	-0.9	1
COC(=O)c1ccc2nc(C(F)(F)F)[nH]c2c1	-1	-2	23	nt	4	107	nt	0.5	-0.3	-5
CCOC(=O)c1cnc2c(C)cccc2c1NCCCN1CCOCC1	-1	3	-3	4	-3	111	5	-1.4	-1.8	-5
O=C(O)C1=C[C@@H](c2ccccc2)C[C@@H](OCCCCO)O1	3	4	4	-5	-2	100	nt	0.6	-1.1	2
O=C(Nc1ccc(-n2ccc(C(F)(F)F)n2)cc1)Nc1cccc(Cl)c1	-6	1	-9	-2	2	115	-2	-0.5	-0.5	-9
CN(C)S(=O)(=O)c1ccc(C(=O)OCCN=C2NS(=O)(=O)c3ccccc32)cc1	1	-5	0	nt	1	102	nt	-1.2	1.2	-15
CCn1c(COc2ccc3c(c2)OCO3)nnc1SCC(=O)O	0	-2	1	-1	2	108	-5	-0.6	0.4	6
CCOc1cc(C2CC(=O)NC(SCC)=C2C#N)ccc1O (stereo not given)	1	0	-11	8	-4	98	nt	0.1	-0.2	-4
C#CCOCCOCCOCCNc1nc(N2CCN(C(=O)[C@H](CCC(=O)O)n3cc(C(N)CC(C)C)nn3)CC2)nc(N2CCN(C(=O)[C@H](CCC(=O)O)n3cc(C(N)[C@H](C)CC)nn3)CC2)n1 (stereo not given in full)	2	0	22	2	2	106	nt	0.8	1.4	-14

High-throughput results (PubChem BioAssay)
